# Compound activity: PubChem, several laboratories
# IDE cell inh = cellular human IDE inhibition. P14735. HEK cells, FAbetaB cleavage, fluorescence polarization. inhibition, % at 5.59 µM. 320,000 tested, 0.41% active;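 active = percent inhibition above the average of all tested compounds plus 3 SD, set per screening campaign, cut at about 16% in these data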;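 note: IDE supplied by intact live HEK cells; FP after avidin binding of uncleaved biotin substrate so inhibition keeps polarization high; 0% = DMSO wells and 100% = 60 µM reference IDE inhibitor Ii1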
# M4 PAM = potentiates acetylcholine response at human M4 receptor; P08173; CHO-K1 hM4/Gqi5, Fluo-8 calcium fluorescence, ACh EC20; 0% = ACh EC20, 100% = maximal ACh; activation, % at 3 µM; 360,000 tested, 0.4% active;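 active = activation above its plate's cutoff, the mean activation of sample wells plus 3 SD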; note: some results filed as inactive read as strong as hits
# CRFR2-BP ag = CRF-BP/CRF-R2 complex agonism | 350,000 tested, 0.46% active | activation, % at 13.2 µM | HEK293 CRF-R2/CRF-BP, calcium dye fluorescence (FLIPR); percent of saturating CRF peptide response | AID 588473;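 active = activation of at least 50%, plus an integration ratio under a set limit after plate pattern correction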;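 note: plate controls were neutral control wells without compound for no effect and CRF at EC100 for full effect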
# pCIP destab = p/CIP protein destabilization. 290,000 tested, 0.01% active. F442A p/CIP-EGFP cells, EGFP fluorescence, 16 h. decrease of EGFP signal, % at 10 µM. Q05BA5;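 active = EGFP signal decrease of at least 30% at 10 µM or well 3 SD below plate mean, unless failing retest; inactive = the rest, including hits failing retest or dose response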; note: some compounds called inactive have numbers as strong as hits; many of its hits are not listed in these tables
# MEKK3 PB1 HTS = modulators (inhibitors or enhancers) of MEK5 binding to human MEKK3 PB1 domain | Q99759 | binding response (% of control), % at 10 µM | 290,000 tested, 1.4% active | AID 1529 | bead-based flow cytometry, Alexa488-MEK5 binding to MEKK3; actives lie on both sides; 0 = blocked by unlabeled MEK5, 100 = vehicle;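 active = binding response more than 3 SD above or below the average of its plate-row segment, actives on both sides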;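 note: Alexa488 bead fluorescence after subtracting the streptavidin-only scavenger bead signal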
# Target sequence (Q99759 whole entry, looked up, the tested form may be a part): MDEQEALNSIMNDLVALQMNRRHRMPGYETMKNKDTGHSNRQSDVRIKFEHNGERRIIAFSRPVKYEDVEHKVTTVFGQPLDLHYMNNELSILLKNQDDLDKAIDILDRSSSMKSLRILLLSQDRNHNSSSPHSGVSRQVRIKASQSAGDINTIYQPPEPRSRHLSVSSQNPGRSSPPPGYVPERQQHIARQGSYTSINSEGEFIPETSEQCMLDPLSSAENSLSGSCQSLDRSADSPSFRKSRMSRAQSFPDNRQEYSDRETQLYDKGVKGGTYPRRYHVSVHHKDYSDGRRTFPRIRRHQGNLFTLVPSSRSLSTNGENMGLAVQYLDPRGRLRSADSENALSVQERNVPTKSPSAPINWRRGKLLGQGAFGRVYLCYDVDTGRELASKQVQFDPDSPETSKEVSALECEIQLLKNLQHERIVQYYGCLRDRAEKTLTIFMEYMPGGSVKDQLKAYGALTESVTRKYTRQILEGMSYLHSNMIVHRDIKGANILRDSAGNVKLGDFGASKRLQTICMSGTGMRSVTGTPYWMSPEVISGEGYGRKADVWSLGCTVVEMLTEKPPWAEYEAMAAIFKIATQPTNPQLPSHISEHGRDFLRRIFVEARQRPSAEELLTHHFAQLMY
# PHOSPHO1 inh = blocks human PHOSPHO1 phosphatase activity; Q8TCT1; recombinant PHOSPHO1, absorbance phosphatase assay; inhibition, % at 13.3 µM; 290,000 tested, 1.1% active; in the data active = inhibition above about 60%
# Target sequence (Q8TCT1 whole entry, looked up): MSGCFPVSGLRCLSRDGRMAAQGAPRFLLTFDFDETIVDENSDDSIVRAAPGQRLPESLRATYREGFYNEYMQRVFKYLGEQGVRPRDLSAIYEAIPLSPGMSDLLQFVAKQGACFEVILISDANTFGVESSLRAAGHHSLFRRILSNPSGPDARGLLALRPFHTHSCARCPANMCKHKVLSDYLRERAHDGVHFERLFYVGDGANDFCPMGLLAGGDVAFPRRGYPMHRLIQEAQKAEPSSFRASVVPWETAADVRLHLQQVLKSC
# GalR3 antag = blocks the human galanin receptor 3; inhibition, % at 3 µM; O60755; HEK293 GalR3-CNG cAMP membrane potential fluorescence; galR3 body fused to GalR1 C-terminus; 360,000 tested, 0.44% active; AID 651719;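 active = inhibition above the screen-wide average plus 3 SD, cut at about 13% in these data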;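 note: forskolin and galanin both at EC90 stimulate the cells; cAMP rise reported by CNG channel membrane potential dye signal; 0% = forskolin plus galanin with DMSO and 100% = forskolin alone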
# IDE cell activ = IDE (human) activation, cell-based | P14735 | HEK cells, FAbeta-B cleavage, fluorescence polarization; 0% vehicle, 100% cell-free pure enzyme wells | activation, % at 5.96 µM | 340,000 tested, 0.073% active | AID 493087;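 active = activation above the mean of all tested compounds plus 3 SD, set per screening campaign, cut at about 17% in these data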
# CRFR2-BP antag = blocks CRF-induced signaling of the CRF-BP/CRF-R2 complex | HEK293 CRF-R2/CRF-BP, CRF-induced calcium fluorescence | inhibition, % at 11.8 µM | 350,000 tested, 0.59% active;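 active = inhibition of the ligand-induced calcium signal above about 50% at the single tested concentration, limit read from the data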
# Starred values were filed as active, the others as inactive; . = not tested or not shown. Hits appear at their usual frequency; overall some 4.2% were active at least once.
SMILES,IDE cell inh,M4 PAM,CRFR2-BP ag,pCIP destab,MEKK3 PB1 HTS,PHOSPHO1 inh,GalR3 antag,IDE cell activ,CRFR2-BP antag
O=S(=O)(NCc1ccccn1)c1ccc(Cl)s1,0,-4,-1.6,3,100,14,0,7,-7
Cc1nn(CCCC(=O)NC2CCC(C)CC2)c(=O)c2nn(-c3ccccc3)c(C)c12 (configuration not stated),-4,0,-0.3,-2,99,32,1,5,-1
CSC1=C(C#N)C(c2ccccc2C)C(C#N)=C(N)N1 (configuration not stated),2,-2,-0.3,-1,92,-4,-7,0,0
O=C(NCC(=O)N1CCN(c2ncc(C(F)(F)F)cc2Cl)CC1)c1ccc(Br)o1,1,4,0.5,-8,94,43,1,0,3
CC1CCCCN1C(=O)c1ccc(C(=O)N2CCCCC2C)cc1 (configuration not stated),1,4,2.1,-6,104,-3,-7,1,-30
CC(C)CC(=O)Nc1ccc(Oc2ccc3c(c2)C(=O)NC3=O)cc1,3,0,-0.7,2,100,24,-9,-1,9
CC1CCN(CCNC(=S)Nc2ccc(Cl)cc2)CC1,-1,-12,2.4,-5,106,32,-4,-1,-9
CC(=O)Nc1cc(C(F)(F)F)ccc1OCCOc1ccccc1,-1,1,-0.4,.,96,.,-4,-1,18
COc1ccc(-c2noc(CN3CCCCC3c3nccn3C)n2)cc1 (configuration not stated),-3,-18,0.2,1,102,23,-7,-1,17
COC(=O)c1ccc(C(=O)Nc2cc(Cl)ccc2Cl)cc1NC(=O)c1ccccc1C,-2,6,0.8,-18,101,10,-4,-5,-11
CC/C(=N/Nc1cccc(C)c1)c1cnnc(SC)n1,-5,-4,-0.1,-9,92,-15,6,6,-17
Cc1ccc(S(=O)(=O)N2CCCC2C(=O)N(C)Cc2cccs2)cc1 (configuration not stated),1,2,0.0,-32,96,-2,-5,4,-3
COc1ccc(Br)cc1/C=N/Nc1ccccn1,.,-2,1.9,7,99,45,-10,4,-26
CC(=O)N1CCC(=NNc2ccc(S(=O)(=O)N3CCOCC3)cc2[N+](=O)[O-])CC1,4,-2,-0.9,6,78,-2,2,6,6
COc1ccccc1Oc1ccc(NC(=O)c2ccccc2C)cc1,2,3,-0.8,-11,96,6,-3,-7,24
CCn1c(=O)c2sccc2n2c(CCCC(=O)NC3CCN(Cc4ccccc4)CC3)nnc12,-7,-11,0.5,-13,108,42,1,-2,-2
COc1ccccc1-n1ccnc(SCC(=O)NC2CCCCC2)c1=O,6,4,2.4,.,.,.,-3,0,-13
Cc1ccc(CC2(O)CC(C)N(C)CC2C)c(C)c1 (configuration not stated),5,-2,2.6,10,96,9,-5,3,-15
O=C(CC(SCCO)c1ccc2c(c1)OCO2)c1cccs1 (configuration not stated),1,2,-1.4,-7,101,83*,-3,-5,21
CCOP(=O)(OCC)c1ccc2ccc3ccccc3c(=O)c2c1,-5,7,-2.0,.,.,.,2,4,2
O=C(COC(=O)c1ccco1)NCc1ccccc1Cl,-3,-2,-3.1,1,95,24,-5,1,33
O=C(NCc1cccs1)C1CCN(S(=O)(=O)c2cccc([N+](=O)[O-])c2)CC1,3,-2,-1.0,-2,98,32,-7,0,-3
Cn1c(SCC(=O)Nc2cccc(S(=O)(=O)N3CCOCC3)c2)nnc1-c1ccncc1,3,-5,0.5,-2,102,-24,-2,0,11
Cc1ccsc1C(=O)OCC(=O)NCc1ccc2c(c1)OCO2,-7,25,0.0,1,96,-9,-4,1,0
OCC1N=C(c2ccccn2)OC1c1ccccc1 (configuration not stated),2,-4,1.5,-4,99,6,-2,-1,5
C=CC[C@]12C=C(OC)C(=O)C(OC)=C1O[C@@H](c1ccc3c(c1)OCO3)[C@H]2C,-1,-4,1.4,.,101,.,-3,4,1
CC1(C)CC(=O)C2=C(C1)N1C(=C(C#N)C2c2ccccc2Cl)N=C(N)c2ccccc21 (configuration not stated),5,-4,-2.1,2,105,-14,-2,2,-14
Nc1ncnc(Nc2ccccn2)c1[N+](=O)[O-],6,0,0.0,-11,105,30,-1,5,-13
O=C(NCCc1cccs1)C12CN(Cc3ccccc3)CC1C(c1cccc([N+](=O)[O-])c1)=NO2 (configuration not stated),0,-8,1.3,4,107,-15,-3,3,-13
COc1cc(C(=S)N2CCCC2)ccc1O,-4,1,-1.6,1,107,31,-5,-3,26
NS(=O)(=O)c1ccc(NC(=O)COC(=O)c2cn(-c3ccccc3)nc2-c2ccccc2)cc1,-3,5,4.0,-4,87,39,-2,13,0
O=C(CCCN=C1NS(=O)(=O)c2ccccc21)OCC(=O)c1ccccc1Cl,-5,6,-0.8,.,.,.,-5,7,7
O=C(NC1CCCC1)[C@@H]1CSC2c3ccccc3C(=O)N21 (some centres not stated),5,4,-2.1,4,99,30,-4,-3,-11
O=C(/C=C/c1cccc(F)c1)NCc1ccc2c(c1)OCO2,6,-2,0.1,-2,99,10,-9,0,13
CC(C)NS(=O)(=O)c1ccc(OCC(=O)Nc2cccc3ccccc23)cc1,1,3,-0.4,-4,100,4,-4,5,3
CCCc1n[nH]c(=S)n1Cc1ccco1,4,-10,1.3,-9,103,-25,8,-22,-4
Cc1cnc(C(=O)Nc2ccc(N3CCCCC3)cc2)cn1,-1,10,-0.3,-12,98,-4,-5,3,4
COc1cccc(CN(C)CC(=O)Nc2c(C)cccc2C(C)C)c1,9,1,0.5,0,100,20,-8,0,-7
COc1ccc(S(=O)(=O)N2CCCC2)cc1C(=O)N1CCOCC1,2,1,-0.5,6,103,-22,3,2,-12
CCOC(=O)c1ccc(CSc2nnc(C)n2N)o1,9,-1,1.5,2,106,0,2,0,17
COc1ccc(Cl)cc1-c1nc(SCC(=O)NCCN2C(=O)CSC2=O)n[nH]1,3,-1,0.0,-8,100,-3,-1,3,-3
O=C(CCC(F)(F)F)N1CCCC(N2CCN(c3cccc(Cl)c3)CC2)C1 (configuration not stated),8,0,-1.0,.,108,.,-11,-6,11
C=CCNC(=O)[C@H]1N2C(=O)c3ccccc3C2SC1(C)C (some centres not stated),-3,-8,-0.1,5,104,38,-10,3,-5
O=C(CN(c1cc(Cl)ccc1Cl)S(=O)(=O)c1ccccc1)N1CCOCC1,2,-1,1.1,-6,96,28,-3,1,-20
COc1ccc(CNC(=O)C2CCC(CNS(=O)(=O)c3cccs3)CC2)cc1 (configuration not stated),8,0,1.3,4,102,28,-5,2,4
Cc1cccc(NC(=O)CCC(=O)Nc2nnc(C3CCCCC3)s2)c1,1,1,2.3,-11,91,23,1,6,-21
CCn1c2ccccc2c2cnc(N=CN(C)C)c(C#N)c21,10,12,-1.6,-1,98,-15,-3,3,4
CCOC(=O)[C@H]1[C@H]2COc3ccc(OC)cc3[C@@H]2N2C(=O)c3cc(F)c(F)cc3NC(=O)[C@@]12C,0,-2,-3.2,.,.,.,-7,1,-8
Cc1ccc2cc(CN(C(=O)c3ccncc3)C(C)C)c(=O)[nH]c2c1,3,9,2.6,-4,102,-25,-2,4,-1
CCN(CC)CCNC(=O)CCN1N=C(c2ccccc2)CCC1=O,-2,8,2.1,-9,103,18,1,4,7
COc1ccc(N(C)S(=O)(=O)c2cccc(C(=O)NCc3ccc4c(c3)OCO4)c2)cc1,0,0,1.6,24,112,-32,-6,7,10
COc1cccc(CC(=O)OCC(=O)NCc2ccc3c(c2)OCO3)c1,5,2,-5.2,.,.,.,-3,0,8
CSc1ccc(CN2CCN(C(=O)CC(C)C)CC2)cc1,7,1,-1.1,-4,101,3,2,1,8
COCCNC(=S)N1CCC(C(=O)c2ccc(C)cc2)CC1,7,5,-0.3,-10,99,14,-8,-1,3
Cc1cc(=O)[nH]c(N/N=C/c2ccc(Br)s2)n1,9,-5,0.3,-1,102,-12,-1,3,-5
COc1ccc(S(=O)(=O)NCC(=O)N(CC(=O)NCc2ccco2)C2CCCC2)cc1,6,-9,1.1,-4,103,40,-7,-4,-8
COc1ccc(S(=O)(=O)Nc2cccc(N(C)S(C)(=O)=O)c2)cc1Br,3,-20,0.7,-14,104,-7,-9,3,-13
Cc1cc(NC(=O)c2cccc(S(=O)(=O)N(C)C)c2)n(-c2ccccn2)n1,8,0,-0.8,0,111,16,-5,2,-42
COc1ccc(-n2nc(C(=O)NCC(=O)N3CCN(c4ccccc4)CC3)c3ccccc3c2=O)c(OC)c1,0,1,-0.3,-9,103,32,-6,0,0
Cc1ccc(C(=O)c2c3ccccc3[n+]([O-])n2CCC(=O)O)cc1,-6,12,0.5,.,.,.,0,1,-9

# Given with bars between the fields: 2 of the compounds above.
SMILES | IDE cell inh | M4 PAM | CRFR2-BP ag | pCIP destab | MEKK3 PB1 HTS | PHOSPHO1 inh | GalR3 antag | IDE cell activ | CRFR2-BP antag
C=CCNC(=O)[C@H]1N2C(=O)c3ccccc3C2SC1(C)C (some centres not stated) | -3 | -8 | -0.1 | 5 | 104 | 38 | -10 | 3 | -5
O=C(CN(c1cc(Cl)ccc1Cl)S(=O)(=O)c1ccccc1)N1CCOCC1 | 2 | -1 | 1.1 | -6 | 96 | 28 | -3 | 1 | -20

# PHOSPHO1 inh: entries above that show a hit
SMILES,IDE cell inh,M4 PAM,CRFR2-BP ag,pCIP destab,MEKK3 PB1 HTS,PHOSPHO1 inh,GalR3 antag,IDE cell activ,CRFR2-BP antag
O=C(CC(SCCO)c1ccc2c(c1)OCO2)c1cccs1 (configuration not stated),1,2,-1.4,-7,101,83*,-3,-5,21

# (more compounds)
SMILES,IDE cell inh,M4 PAM,CRFR2-BP ag,pCIP destab,MEKK3 PB1 HTS,PHOSPHO1 inh,GalR3 antag,IDE cell activ,CRFR2-BP antag
O=C(Cc1ccccc1)NN=Cc1ccccc1,.,9,1.7,.,.,.,-5,1,4
CCCCN(C(=O)CCC(=O)Nc1cc(C)on1)C(C(=O)NC1CCCC1)c1ccc(OC)cc1 (configuration not stated),5,-3,-1.8,1,98,32,-10,0,-14
O=C(Oc1ccc2c(=O)c(Oc3ccc4ccccc4c3)coc2c1)c1ccco1,-4,4,1.4,-8,108,0,1,5,-9
CCOc1ccc(NC(=O)C(C)Sc2nccn2C)cc1 (configuration not stated),-1,-5,-2.1,-20,97,53,-2,3,-10
CC(C)OC(=O)CCCNc1ccc([N+](=O)[O-])cc1[N+](=O)[O-],-5,-10,0.7,1,111,4,-5,0,26
CC(=O)c1ccc(N2C(=NC(=O)C(C)C)SC3CS(=O)(=O)CC32)cc1 (configuration not stated),0,13,-0.9,-3,103,-8,-3,2,24
COCC(=O)N(CCc1ccc(OC)c(OC)c1)Cc1nc2ccccc2c(=O)[nH]1,7,4,2.1,7,97,-12,-2,7,-13
CCOc1ccc(CCNC(=O)Cc2ccc(NC3=NC4CS(=O)(=O)CC4S3)cc2)cc1 (configuration not stated),14,-6,-2.8,-1,101,44,.,-28,-22
COc1cccc(NC(=O)CC2SC(=Nc3ccccc3)NC2=O)c1 (configuration not stated),-4,9,-2.0,-10,.,23,-3,7,24
CCN1C(=O)/C(=C\N2CCOCC2)SC1=S,-6,-8,-1.2,-6,96,22,0,3,16
CCOC(=O)C1CCCN(C(=O)c2cn(C)c(=O)c3cc(OC)c(OC)cc23)C1 (configuration not stated),4,2,-1.8,-14,114,2,-2,-7,44
O=C(c1ccco1)N1CCCN(Cc2cn[nH]c2-c2ccc(-c3ccccc3)cc2)CC1,4,-1,-0.5,-10,102,6,-5,0,-17
COc1cccc(C2OC(=O)c3ccccc3N2C(C)=O)c1OC(C)=O (configuration not stated),5,7,-0.6,-6,102,2,0,6,-13
O=C(N/N=C/c1ccc(O)c(O)c1)C1CC1,-3,1,-4.6,.,.,.,-4,.,-5
Cc1ccsc1C(=O)OCC(=O)N(C)c1c(N)n(Cc2ccccc2)c(=O)[nH]c1=O,0,-2,4.9,.,.,.,-1,2,16
CN(N)c1nc(-c2ccccc2)nnc1C(F)(F)F,-8,7,0.1,-6,113,18,2,5,7
